Compound activity from PubChem.
ALOX12 inh: Primary qHTS assay for inhibitors of human arachidonate 12S-lipoxygenase (ALOX12): Round 2. Polyunsaturated fatty acid lipoxygenase ALOX12 (Homo sapiens), P18054. purified 12hLO, xylenol orange hydroperoxide absorbance. Potency, µM (titrated, usually from 108 µM), inactives show top-dose activity change, negative = inhibition, usual class: inhibitors. 580,000 compounds, 1.1% hits; note: % is set by controls: 0 for no effect and ±100 for the full control effect
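Hydroperoxide product was detected by ferrous iron/xylenol orange as the 573 to 405 nm absorbance ratio. Arachidonic acid at 40 uM (final) was turned over for 30 min at room temperature by 150 nM human 12hLO, pH 7.0 Hepes buffer, after 15 min compound preincubation.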
Pin1 inh: qHTS Assay to Find Inhibitors of Pin1. Pin1 FP peptide displacement, HiFluor488, 10 min. Potency, µM (doses to about 115 µM), for the others: at the highest dose activity, negative = inhibition, actives largely listed as inhibitors. 390,000 compounds, 0.009% hits; active = well fitted inhibition curve with a large enough effect in the polarisation, with a control signal flat, not every such curve was filed as active; inconclusive = small, poorly fitted or top-dose-only effect, or effect the other way, or a change in a side signal; inactive = no such curve, though single readings can be large or run the other way; the % refers to the polarisation; note: % is set by controls: 0 for no effect and ±100 for the full control effect
HP1b chromo inh: HTS for Inhibitors of HP1-beta Chromodomain Interactions with Methylated Histone Tails; Potency, µM (titrated, usually from 114 µM), for the others: top-dose activity change, negative = inhibition, actives largely listed as inhibitors; Chromobox protein homolog 1 (Homo sapiens), P83916; 390,000 compounds, 0.56% hits; AID 540317, 2011; AlphaScreen HP1-beta / biotin-H3K9me3 peptide binding; note: nearly all actives have a fitted effect of over 70% in size; inactives centre near 23
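HP1-beta protein (50 nM final) preincubated 30 min at room temperature with biotinylated H3(1-18)K9me3 peptide (50 nM) in PBS pH 7.4, 0.01% Tween-20, then compound added for 30 min. AlphaScreen streptavidin donor/nickel chelate acceptor beads (10 ug/mL final), 30 min dark, luminescence read.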
PGK inhibitor: qHTS Assay to Find Inhibitors of Phosphoglycerate Kinase; Phosphoglycerate kinase, glycosomal (Trypanosoma brucei brucei), P07378; PGK/GAPDH coupled, Kinase-Glo luminescence, 60 min; Potency, µM (doses to about 57.5 µM), for the others: at the top dose activity change, negative = inhibition, most hits filed as inhibitors; 380,000 compounds, 0.043% hits; AID 602233, 2012; note: % is set by controls: 0 for no effect and ±100 for the full control effect; nearly all actives have a fitted effect of over 60% in size
Target sequence (P07378 whole entry, looked up): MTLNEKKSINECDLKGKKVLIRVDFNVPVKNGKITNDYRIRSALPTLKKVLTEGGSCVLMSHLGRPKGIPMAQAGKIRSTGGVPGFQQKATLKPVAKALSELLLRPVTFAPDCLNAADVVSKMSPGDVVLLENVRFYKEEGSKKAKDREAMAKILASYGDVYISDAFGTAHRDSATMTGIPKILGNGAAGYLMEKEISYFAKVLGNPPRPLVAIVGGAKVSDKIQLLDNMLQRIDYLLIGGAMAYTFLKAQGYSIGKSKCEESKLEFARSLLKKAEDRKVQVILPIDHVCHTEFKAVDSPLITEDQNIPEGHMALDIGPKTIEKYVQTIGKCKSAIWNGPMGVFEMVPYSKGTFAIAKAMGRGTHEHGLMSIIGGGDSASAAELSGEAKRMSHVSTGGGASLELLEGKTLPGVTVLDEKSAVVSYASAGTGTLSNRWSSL
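Recombinant glycosomal PGK reaction used 1,3-bisphosphoglycerate generated in-well by GAPDH (100nM final) in 100mM TEA pH 7.6, 5mM MgCl2, 0.01% Tween-20. After 60 minutes at room temperature, ATP was read by Kinase-Glo Plus luminescence end-point.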
RGS4 inh: Inhibitors of Regulator of G Protein Signaling (RGS) 4: qHTS | Regulator of G-protein signaling 4 (Homo sapiens), P49798 | 390,000 compounds, 0.039% hits | Potency, µM (highest dose often 114 µM), inactives show at the top dose activity change, negative = inhibition, actives largely listed as inhibitors | Transcreener GDP fluorescence polarization, RGS4-accelerated GTP hydrolysis; note: % is set by controls: 0 for no effect and ±100 for the full control effect; nearly all actives have a fitted effect of over 75% in size; some results filed as inactive show a strong effect at the top dose
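MLSMR compounds (23 nl, pin-transferred) preincubated 10 min at room temperature with a 500nM (2x) first reagent, then RGS4 at 900nM (2x) plus Transcreener GDP mix added; fluorescence polarization (620/688 nm) read before and after 90 min at 30 °C.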
ERG Ets-DNA blk: qHTS for Small Molecule Inhibitors of the ERG Ets/DNA interaction. Transcriptional regulator ERG (Homo sapiens), P11308. fluorescence polarization, His-ERG Ets domain / labelled DNA. Potency, µM (highest dose often 76.9 µM), inactives show top-dose FP activity, negative = inhibition, most hits filed as inhibitors. 370,000 compounds, 0.028% hits. AID 624246, 2012; active = well fitted inhibition curve with a large enough effect in the polarisation, with a control signal flat; inconclusive = small, poorly fitted or top-dose-only effect, or effect the other way, or a change in a side signal; inactive = no such curve, though single readings can be large or run the other way; the % refers to the polarisation;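 note: polarization taken with two DNA probes labelled with fluorescein and Texas red; % of control where 0% means no effect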
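His-tagged ERG Ets domain (1 uM in the protein solution; 300mM KCl, 50mM Tris-HCl, 1mM EDTA, 1mM DTT, pH 7.5) received compound, then a probe mix of 5 nM fluorescein-DNA and 100nM Texas-615-DNA. Fluorescence polarization was read for both dyes.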
rTrxR1 inhibitor: qHTS Assay for Inhibitors of Mammalian Selenoprotein Thioredoxin Reductase 1 (TrxR1): qHTS. 390,000 compounds, 1% hits. Thioredoxin reductase 1, cytoplasmic (Rattus norvegicus), O89049. Potency, µM (doses to about 114 µM), for inactives: top-dose activity change, negative = inhibition, actives largely listed as inhibitors. AID 588453, 2011. recombinant rTrxR1, NADPH fluorescence consumption, selenite substrate; note: % is set by controls: 0 for no effect and ±100 for the full control effect; nearly all actives have a fitted effect of over 65% in size
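Rat TrxR1 (90 nM in the dispensed reagent) was pre-reduced with 400 uM NADPH for 5 min at room temperature, then incubated with compound for 15 min. After 400 uM selenite was added, NADPH fluorescence (Ex 340/Em 450 nm) was followed for 8 min.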
JMJD2A Tudor inh: qHTS Assay for Inhibitors of JMJD2A-Tudor Domain; Lysine-specific demethylase 4A (Homo sapiens), O75164; AlphaScreen JMJD2A-Tudor / H3K4me3 peptide binding; Potency, µM (highest dose often 114 µM), without a hit: at the highest dose activity change, negative = inhibition, most hits filed as inhibitors; 390,000 compounds, 4.4% hits; AID 504339, 2011; note: % is set by controls: 0 for no effect and ±100 for the full control effect; nearly all actives have a fitted effect of over 50% in size
GLS inh: qHTS for Inhibitors of Glutaminase (GLS); Glutaminase kidney isoform, mitochondrial (Homo sapiens), O94925; GLS enzymatic activity, qHTS titration; Potency, µM (highest dose often 45.5 µM), inactives show top-dose activity change, negative = inhibition, hits mostly inhibitors; 410,000 compounds, 0.21% hits; AID 624170, 2012; note: % is set by controls: 0 for no effect and ±100 for the full control effect
Target sequence (O94925 whole entry, looked up, canonical isoform): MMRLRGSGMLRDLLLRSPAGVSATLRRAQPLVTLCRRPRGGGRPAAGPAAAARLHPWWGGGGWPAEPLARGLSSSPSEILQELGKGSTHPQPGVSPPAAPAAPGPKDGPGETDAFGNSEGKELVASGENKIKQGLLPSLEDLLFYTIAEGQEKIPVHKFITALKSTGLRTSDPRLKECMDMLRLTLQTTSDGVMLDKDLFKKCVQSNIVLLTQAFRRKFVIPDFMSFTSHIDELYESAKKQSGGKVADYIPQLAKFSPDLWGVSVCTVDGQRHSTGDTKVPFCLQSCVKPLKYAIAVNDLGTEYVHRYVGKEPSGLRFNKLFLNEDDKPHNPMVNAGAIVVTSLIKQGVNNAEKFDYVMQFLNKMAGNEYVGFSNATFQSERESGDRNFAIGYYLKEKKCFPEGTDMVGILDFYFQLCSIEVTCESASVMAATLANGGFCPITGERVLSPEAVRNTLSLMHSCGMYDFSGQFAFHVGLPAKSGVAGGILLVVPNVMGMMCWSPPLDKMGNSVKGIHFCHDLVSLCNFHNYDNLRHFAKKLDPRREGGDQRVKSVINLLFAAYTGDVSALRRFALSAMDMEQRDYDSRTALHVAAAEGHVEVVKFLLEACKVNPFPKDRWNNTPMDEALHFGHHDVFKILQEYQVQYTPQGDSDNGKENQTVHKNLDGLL
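Compounds were pin-transferred onto hKGA, after which L-glutamine (1 mM solution) and a detection mix of glutamate oxidase, HRP and Amplex Red were added. Initial and 30 min RT fluorescence reads were collected.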
Numbers without * were called inactive; i = inactive; u = inconclusive; x = not tested or not shown; & = joins results of further samples; [ ] = remark or other dose. Unless noted, calls come from the whole dose curve; as a rule, active = well fitted curve in the direction sought with a large enough effect; inconclusive = small, poorly fitted or top-dose-only effect, or another doubt; inactive = no such curve, though single readings can be large; an effect the other way counts as inactive or inconclusive. Potency is the fitted concentration of half-maximal effect.

molecule | ALOX12 inh | Pin1 inh | HP1b chromo inh | PGK inhibitor | RGS4 inh | ERG Ets-DNA blk | rTrxR1 inhibitor | JMJD2A Tudor inh | GLS inh
O=C(c1ccc(CS(=O)(=O)c2ccccc2)o1)N1CCC2(CC1)OCCO2 | 0% | u | 11% | 0% | 6% | -1% | 28µM* | u | -5%
CCCc1nnc(NC(=O)CCC(=O)N2CCC3(CC2)OCCO3)s1 | 0% | -8% | 51%[activator] | -6% | 3% | 5% | 22%[57.1 µM] | -14% | 3%
O=C1NC(=S)NC(=O)C1c1ccccc1 | 32µM* | -9% | u | -1% | -49% | 2% | -17% | 50µM* | u
CN=C(SCc1ccccc1)c1c(O)n(C)c(=O)n(C)c1=O | 0% | 1% | 33% | -3% | 32% | 5% | -15%[57.1 µM] | -14% | 9%
c1ccc(CCN2CCCCC2)nc1 | -6% | u | -14% | -2% | 3% | 2% | 12% | -14% | 4%
Oc1ccc2c3c1OC1c4[nH]c5ccccc5c4C[C@@]4(O)C(C2)N(CC2CC2)CC[C@]314 (stereo not given in full) | -17% | -3% | 15% | 4% | -2% | -18% | 14% | -19% | 22%
C[C@H]1CCC/C=C/[C@@H]2C[C@H](O)C[C@H]2[C@H](O)/C=C/C(=O)O1 | 12%&4% | -3%&-1% | 49%&47%[activator] | -9%&7% | 8%&8% | 3%&14% | u | -13%&-12% | 2%&-1%
Cc1cccc2sc(NC(=O)c3cccn(Cc4ccccc4)c3=O)nc12 | u | 38%[activator] | -11% | -8% | -46% | 3% | 20%[57.1 µM] | -8% | -16%
Cc1nc2ccccn2c1P(=S)(N1CCCCC1)N1CCCCC1 | 0% | -14% | 23% | 0% | -36% | -2% | -6%[11.4 µM] | -16% | 2%
NCCCCCC(=O)OC1N=C(c2ccccc2Cl)c2cc(Br)ccc2NC1=O (stereo not given) | -28% | 2% | 15% | 0% | 19% | -3% | 9% | -13% | 0%
COc1ccc(C(O)P(=O)(Oc2ccccc2)Oc2ccccc2)cc1 (stereo not given) | -6% | -5% | -17% | -9% | -2% | -3% | 2%[57.1 µM] | 1% | 3%
CNc1cc(Cl)c2nonc2c1[N+](=O)[O-] | u | -18% | -14% | 1% | -32% | -2% | 0.35µM* | -23% | 0%
CN1C(=O)NC(=O)/C(=C/c2ccc([N+](=O)[O-])s2)C1=O | u | u | u | -23% | u | 18% | u | u | -11%
COc1ccc2nc(NC3=NCCN3)sc2c1 | 15% | -3% | -9% | -3% | 5% | -13% | 4% | -28% | 14%
CCC12CN3CCN(CC(C3)/C1=N\O)C2 | 25% | 1% | 42% | i | 2%[11.4 µM] | 2% | 2%[57.1 µM] | -21%[11.4 µM] | 3%
Cn1c(O)c(N=Nc2cccc(S(=O)(=O)N3CCOCC3)c2)c(=O)n(C)c1=O | -20% | 2% | 32% | -4% | -12% | 8% | -11% | -9% | -1%
O=[N+]([O-])c1ccccc1CCl | -6% | 2% | 34% | i | 12% | 0% | 45µM* | -20% | 6%
S=P(NCCNP(=S)(N1CC1)N1CC1)(N1CC1)N1CC1 | -17% | 0% | u | 4% | -29% | 9% | 16% | -14% | -15%
COC(=O)C1=C(c2ccc(-c3ccccc3)c(F)c2)C[C@@H]2CC[C@H]1N2C(=O)N1CCCC1 | u | -6% | 35% | i | -7% | 7% | -19% | -25% | 1%
C=CCN1C(=O)/C(=C/c2ccc3c(c2)CCCN3CCC)C(=O)NC1=S | -40% | 34%[activator] | u | -8% | u | 48%[activator] | 10µM* | 56µM* | 1%
O=[N+]([O-])c1ccc(C(c2ccc([N+](=O)[O-])cc2)c2ccc([N+](=O)[O-])cc2)cc1 | -26% | u | -20%[57 µM] | -11% | 14% | 0% | 13%[57.1 µM] | u | -5%
CC12Cc3cn[nH]c3C=C1CCC1C2CCC2(C)C1CCC2(C)O (stereo not given) | 1% | -5% | 41%[activator] | -8% | -5% | 1% | 7% | -12% | -21%
Cc1c(N=Nc2c(O)n(-c3ccc(Br)cc3)c(=O)[nH]c2=O)c(=O)n(-c2ccccc2)n1C | -53% | 29% | 28% | 2% | 14% | -1% | 2%[57.1 µM] | 35µM* | 14%
O=C(Nc1nnc(SCc2ccccc2Cl)s1)C1COc2ccccc2O1 (stereo not given) | -12% | 6% | 45%[activator] | -6% | -11% | 4% | 14%[57.1 µM] | -11% | 1%
C=CCn1c(O)c(C=Nc2ccc(OC)cc2C)c(=O)[nH]c1=O | 0% | -3% | 12% | -1% | -19% | -3% | 13% | -19% | 5%
CC(C)c1ccc(N=Nc2c(O)[nH]c(=O)[nH]c2=O)cc1 | u | 52%[activator] | 55%[activator] | -1% | 0% | -17% | 43%[activator] | u | 16%
COc1ccc(C2SCC(=O)Nc3c2c(C)nn3C2CCOC(C)(C)C2)cc1 (stereo not given) | -14% | -15% | 3% | -3% | -8% | -5% | 8% | -12% | 14%
O=[N+]([O-])c1cccc(CN2CCN(Cc3ccc(Br)cc3)CC2)c1 | u | -4% | u | 6% | -8% | -3% | 16% | 20µM* | -1%
Cc1cc(OCC(=O)N2CCC(C(=O)NCC(C)C)CC2)c2c3c(c(=O)oc2c1)CCCC3 | -15% | 0% | 42%[activator] | -5% | 17% | -4% | 10% | 0% | -8%
COC(=O)C1=C(c2ccc(F)cc2F)C[C@@H]2CC[C@H]1N2C(=O)NC1Cc2ccccc2C1 | -15% | 0% | 12% | -1% | -1% | -1% | 5% | -29% | -1%
COc1ccc(NC(=O)CN2C(=O)CN=C(c3ccccc3)c3ccccc32)c(OC)c1 | -1% | -2% | u | -12% | 9% | -2% | 21%[57.1 µM] | -28% | -8%
C=CC1CN2CCC1CC2c1[nH]c2ccccc2c1CCO (stereo not given) | -10% | -5% | 15% | -3% | -19% | x | 7% | -19% | 15%
CC(=NCCCO)c1c(O)[nH]c(=O)[nH]c1=O | 410%[activator] | -4% | -4% | -8% | 6% | 3% | -10% | -11% | 1%
C[C@H](N)CN1CCc2ccc(Br)cc21 | 1% | 0% | 13% | -7% | u | -1% | 21%[57.1 µM] | -25% | 20%
O=c1[nH]c(=O)n(CCC2=CCCCC2)c(O)c1/C=N/N1CCOCC1 | 0% | 5% | 52%[activator] | -5% | -8% | -1% | 6% | 4% | 26%
Cc1cc(C)c(-n2c(O)c(C=NCCN3CCOCC3)c(=O)[nH]c2=O)c(C)c1 | i | -7% | 57%[activator] | 5% | 0% | -13% | u | 2% | 0%
C=C1C(=O)O[C@@H]2C[C@@H](C)[C@@H]3C4OC4C(=O)[C@@]3(C)[C@@H](O)[C@H]12 (stereo not given in full) | 9% | u | 42%[activator] | 5% | 5% | -12% | -18% | -12% | 1%
CC(C)Cc1nc(N2CCNCC2)c(C#N)c2c1CCC2 | 181%[activator] | -2% | 13% | -2% | 13% | -9% | 18%[57.1 µM] | -16% | -33%
O=c1[nH]cc(F)c(=O)[nH]1 | u | 2% | 45%[activator] | 8% | -9%[56.9 µM] | -3% | 20%[57.1 µM] | -9% | 16%&12%
COc1ccc(OC)c(CNCCc2ccc(OC)c(OC)c2)c1 | u | -15% | -33% | 4% | 8% | -2% | -16% | 18µM* | 15%
CN1CCN2c3ccc(N)cc3CC3(C(=O)NC(=O)NC3=O)C2C1 (stereo not given) | u | -4% | -12% | -1% | -15% | -5% | 6% | 89µM* | 1%
COC1=C(C)C(=O)O[C@]12C(=O)C(C)=C1CCCCN3[C@H]([C@@H]4C[C@H](C)C(=O)O4)CC[C@]132 | 33%[activator] | 2% | 63%[activator] | 0% | -15% | -1% | -16% | -7% | -5%
Cc1cccc(OCC(=O)N2CCN(Cc3ccc4c(c3)OCO4)CC2)c1 | u | 1% | u | i | -20% | -8% | 36%[57.1 µM] | u | -12%
O=C1NC(=O)C(=CCc2ccccc2)C(=O)N1 | -12% | -9% | 62%[activator] | -2% | -41% | x | u | -8% | -3%
CCC(=NCCCn1ccnc1)c1c(O)n(-c2ccccc2)c(=O)[nH]c1=O | 3% | -8% | 32% | -6% | 2% | 5% | 9% | -21% | 9%
CCOC(=O)C1(c2ccccc2)CCN(CCc2ccc(NC(=O)CCC(=O)O)cc2)CC1 | -19% | -5% | 23% | 6% | 28% | -5% | -14% | -12% | -6%
CN(C)C(=O)Oc1ccc(OCc2n(C)c3ccccc3[n+]2C)cc1 | -24% | 8% | 7% | -1% | -2% | x | 14% | -6% | 8%
CC(=O)/C=C/c1ccccc1 | 13% | -17% | 28% | -7% | -9% | -1% | 16%[57.1 µM] | -9% | 11%

This is a subset; count on the stated rates, not on these rows.
